AHR activator: activates the human aryl hydrocarbon receptor; 2.5% of 320,000 active; AHR-responsive luciferase reporter cells, luminescence; activation, % at 5 µM; AID 2796; P35869; in the data active = activation above about 47%;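 also: 0% = vehicle wells and 100% = reference agonist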
PAFAH1B2 inh: blocks human PAF acetylhydrolase 1b catalytic subunit 2; AID 492953; recombinant PAFAH1B2, FP-rhodamine activity probe, fluorescence polarization; P68402; 1.2% of 340,000 active; inhibition, % at 3.39 µM;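 active = inhibition above the mean of all tested compounds plus 3 SD, cut at about 24% in these data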;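 also: 0% = enzyme with DMSO and 100% = wells lacking PAFAH1B2; many of its hits are not listed in these tables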
Bcl-xL primary: blocks human Bcl-xL binding to Bim BH3 peptide; 0.7% of 320,000 active; AID 2129; Q07817; GST-Bcl-xL / FITC-Bim BH3 peptide fluorescence polarization; inhibition, % at 10.9 µM;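 active = inhibition above the mean of all tested compounds plus 3 SD, cutoff set per campaign, cut at about 30% in these data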;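 also: 0% = DMSO wells and 100% = unlabeled Bim-BH3 peptide competitor; inhibitors lower millipolarization by displacing the labeled peptide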
Fam108B counter: counter-screen for RBBP9 inhibitors: inhibitors of mouse Fam108B | inhibition, % at 9.51 µM | recombinant Fam108B, FP-Rh probe fluorescence polarization | 0.33% of 300,000 active;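 active = inhibition above the screen mean inhibition plus 3 SD, computed separately per campaign, cut at about 18% in these data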;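 also: inhibitors lower polarization as less probe binds the enzyme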
MCL1 BIM primary: disrupts human MCL1 binding to BIM-BH3 peptide; inhibition, % at 10.9 µM; GST-MCL1 / FITC-Bim-BH3 fluorescence polarization; Q07820; 0.68% of 320,000 active;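 active = inhibition above the mean inhibition of all tested compounds plus 3 SD, set per campaign, cut at about 40% in these data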;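 also: 0% = DMSO wells and 100% = unlabeled Bim-BH3 peptide control; higher means more loss of mP so more displacement of Bim peptide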
PME-1 inh: blocks human protein phosphatase methylesterase 1; Q9Y570; recombinant PME-1, FP-Rh probe fluorescence polarization; inhibition, % at 5.9 µM; 0.53% of 320,000 active; AID 2130;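 active = inhibition above the campaign mean of all compounds plus 3 SD, cut at about 26% in these data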;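 also: competitive labeling of PME-1 active site by serine hydrolase directed probe; 0% = PME-1 with DMSO and 100% = wells lacking PME-1 enzyme; inhibitors block probe labeling so polarization falls and inhibition rises; many of its hits are not listed in these tables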
MEX-5 binding: C. elegans MEX-5 TCR-2 RNA binding activity; Q9XUB2; MEX-5/FITC-TCR2 RNA binding, fluorescence polarization; stronger effect = lower value; activity score (negative = inhibition of binding), % at 10 µM; 0.38% of 300,000 active; AID 1832;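 active = inhibition past about -25% in most replicates, and total fluorescence under double the plate's negative control median, limit read from the data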;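 also: 0% = DMSO and -100% = 5 µM competing unlabeled TCR2 RNA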
Target sequence (Q9XUB2 whole entry, looked up): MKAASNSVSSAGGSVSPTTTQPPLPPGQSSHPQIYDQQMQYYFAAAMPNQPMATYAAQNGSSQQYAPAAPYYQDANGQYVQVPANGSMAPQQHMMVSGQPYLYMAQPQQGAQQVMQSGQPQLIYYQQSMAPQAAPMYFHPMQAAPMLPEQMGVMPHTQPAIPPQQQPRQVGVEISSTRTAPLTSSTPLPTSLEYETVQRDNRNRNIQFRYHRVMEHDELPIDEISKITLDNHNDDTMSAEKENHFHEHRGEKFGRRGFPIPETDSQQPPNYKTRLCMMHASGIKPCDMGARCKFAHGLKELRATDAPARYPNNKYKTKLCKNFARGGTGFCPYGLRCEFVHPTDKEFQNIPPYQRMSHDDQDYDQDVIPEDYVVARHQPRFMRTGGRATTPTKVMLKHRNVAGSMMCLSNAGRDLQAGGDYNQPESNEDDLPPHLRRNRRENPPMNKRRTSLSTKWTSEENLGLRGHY
pPAFAH FP inh: inhibitors of human plasma PAF acetylhydrolase (pPAFAH); inhibition, % at 3.39 µM; Q13093; 1.5% of 330,000 active; recombinant pPAFAH, FP-rhodamine probe fluorescence polarization;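 active = inhibition above the mean inhibition across the screen plus 3 SD, cut at about 25% in these data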;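 also: inhibitors block binding of the rhodamine activity-based probe so polarization drops; 0% = enzyme with DMSO and 100% = wells lacking pPAFAH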
Target sequence (Q13093 whole entry, looked up): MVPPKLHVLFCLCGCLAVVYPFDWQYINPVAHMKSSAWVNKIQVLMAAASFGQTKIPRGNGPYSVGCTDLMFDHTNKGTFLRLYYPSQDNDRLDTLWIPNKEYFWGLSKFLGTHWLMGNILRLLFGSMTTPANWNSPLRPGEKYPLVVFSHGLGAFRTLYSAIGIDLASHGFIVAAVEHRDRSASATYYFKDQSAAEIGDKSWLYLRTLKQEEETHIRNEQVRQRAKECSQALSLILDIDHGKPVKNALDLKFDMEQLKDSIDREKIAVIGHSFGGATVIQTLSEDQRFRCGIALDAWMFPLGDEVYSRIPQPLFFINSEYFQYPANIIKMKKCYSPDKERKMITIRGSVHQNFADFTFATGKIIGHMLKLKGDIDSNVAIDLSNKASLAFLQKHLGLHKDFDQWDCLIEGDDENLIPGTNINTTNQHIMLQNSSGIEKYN
GLD-1 TGE inh: GLD-1-TGE RNA interaction inhibition (C. elegans). Q17339. purified GLD-1 + fluorescein TGE RNA, fluorescence polarization. inhibition, % at 5.96 µM. 0.44% of 320,000 active. AID 2280;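 active = percent inhibition above a per-plate cutoff, the plate mean of test compounds plus 3 SD, cut at about 30% in these data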;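 also: 0% = DMSO wells with GLD-1 and probe and 100% = wells lacking GLD-1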
The depositor's hits bear a star; / = not tested or not shown. Some of the compounds tested; count on the stated rates, not on these rows.

SMILES | MEX-5 binding | AHR activator | GLD-1 TGE inh | PME-1 inh | Bcl-xL primary | MCL1 BIM primary | PAFAH1B2 inh | Fam108B counter | pPAFAH FP inh
CNC(=O)c1cc(Nc2nnc(-c3ccc(O)cc3)c3ccccc23)ccc1OC | 0.1 | 17 | 9 | -7 | 5 | 3 | 6 | 1 | 2
O=C(O)c1cccnc1SCc1cn2cc(Br)ccc2n1 | 2.1 | 2 | 6 | -1 | 1 | -4 | 0 | 2 | 1
CCOC(=O)N1CCN(C(=O)c2cc(-n3cnnc3)ccc2Cl)CC1 | 0.9 | 5 | -1 | -4 | 5 | 6 | -5 | -3 | -4
CCN1CCN(C(=O)c2ccc(OC)c(S(=O)(=O)Nc3ccc(C)cc3)c2)CC1 | 1.1 | 2 | -4 | -8 | 5 | 5 | 2 | -4 | 6
O=C(c1ccco1)N1CCN(C(c2cccs2)c2nnnn2C2CCCCC2)CC1 (stereo unspecified) | 0.5 | 1 | -6 | -2 | 5 | 4 | 3 | -5 | -4
COc1c(/C=N/Nc2ccc([N+](=O)[O-])cc2[N+](=O)[O-])c(C)nn1-c1ccccc1 | 1.5 | 0 | -7 | -3 | 3 | -1 | -1 | 0 | -3
Cc1csc(=Nc2cccnc2)n1Cc1ccco1 | -0.1 | 9 | -6 | -8 | 6 | 12 | 0 | -3 | -9
O=C(COC(=O)COc1ccccc1)NCCC1=CCCCC1 | / | -1 | 4 | 1 | 0 | 6 | 18 | / | 8
Cc1ccc(CNC(=O)CC2C(=O)Nc3c2c(=O)n(C)c(=O)n3Cc2ccccc2)cc1 (stereo unspecified) | 3.8 | 1 | 6 | -8 | -1 | -6 | 1 | -3 | 10
COc1ccccc1C1NC(=O)NC(C)=C1C(=O)Nc1cccc(C)c1C (stereo unspecified) | -1.9 | 0 | 8 | 6 | 5 | 0 | 4 | 1 | 2
CCCNC(=O)c1onc(CSc2ccccn2)c1C(=O)NCCC | 2.3 | 3 | -1 | 1 | 9 | 13 | 2 | 3 | -1
O=c1nc(N2CCCCC2)nc2n1CCO2 | 2.2 | -1 | -4 | -3 | 0 | 4 | 0 | 0 | -2
COc1ccc2[nH]c(=O)c(CN(C(=O)c3ccco3)C(C)C)cc2c1 | 0.6 | -2 | 2 | 2 | -7 | -17 | -2 | -5 | -1
COC(=O)c1ccc(COc2ccc(/C=C(\C#N)c3nc4ccccc4[nH]3)cc2OC)o1 | -30* | 6 | 1 | -29 | 3 | 4 | -6 | 19* | -4
COc1ccc(S(=O)(=O)N2CCCC2C(=O)Nc2ccc(C(C)=O)cc2)cc1 (stereo unspecified) | -0.5 | 0 | 2 | -17 | 3 | -3 | -2 | -4 | 4
COc1ccc(NC(=O)c2cc([N+](=O)[O-])ccc2N2CCCC2)cc1 | 3.1 | 6 | -9 | 1 | -5 | -2 | / | 1 | 3
COc1cccc(OC)c1C(=O)Nc1cccc(S(=O)(=O)Nc2ccccc2Cl)c1 | / | 4 | 2 | / | / | / | 4 | / | 4
COc1ccc(S(=O)(=O)N2CCN(C(=O)c3cc(C)nc4ccccc34)CC2)cc1OC | / | 16 | 1 | / | / | / | 1 | / | 11
CCCCCC(=O)NC(Nc1ccc(S(N)(=O)=O)cc1)C(Cl)(Cl)Cl (stereo unspecified) | -1.5 | -1 | 2 | 3 | 7 | 3 | 7 | -2 | 4
CCN(CC)S(=O)(=O)c1ccc(C(=O)N2CCCCC2)cc1 | 0.4 | 8 | 4 | -3 | 7 | 11 | 2 | 4 | 2
O=C(OCc1cc(=O)n2c(n1)sc1ccccc12)c1ccc2c(=O)n3c(nc2c1)CCC3 | -0.2 | 3 | 3 | -17 | 2 | 9 | 7 | 0 | 8
COC(=O)c1cc(Cc2ccc(N)c(C(=O)OC)c2)ccc1N | 0.1 | 1 | 2 | 3 | 5 | 4 | 1 | -2 | 14
N#CC1=C(SCc2ccc(C#N)cc2)N=C(N)C(c2nc(-c3ccccc3)cs2)C12CCCCC2 (stereo unspecified) | 3.1 | 5 | -3 | -22 | -1 | -2 | -14 | -14 | -2
CCOC(=O)CSc1nnc2n(C3CCCCC3)c(=O)c3c4c(sc3n12)CCCC4 | 1.0 | 0 | -7 | 6 | -3 | -5 | 1 | 2 | -4
N#Cc1ccc(CSc2nnc(NC(=O)CCc3nc4ccccc4c(=O)[nH]3)s2)cc1 | -1.2 | 1 | 8 | 5 | 0 | 4 | -2 | 3 | 1
CNC(=O)COc1ncnc2scc(-c3ccc(F)cc3)c12 | -1.4 | 3 | 0 | 3 | -5 | -3 | -5 | 3 | 4
O=c1[nH]c2ccc(Cl)cc2c(-c2ccccc2)c1SC(=S)N1CCCCC1 | -1.0 | 3 | 7 | 7 | 9 | 6 | 6 | -1 | 4
CC(C(=O)c1ccc(-c2ccccc2)cc1)[n+]1cccc(C(N)=O)c1 (stereo unspecified) | 0.5 | 0 | 6 | -2 | 4 | 5 | 5 | 4 | 4
O=C1CC(SC2=NCCS2)C(=O)N1c1ccc(Cl)cc1 (stereo unspecified) | 0.3 | -1 | 0 | 5 | 5 | 1 | 6 | 1 | -3
Cn1c(C(=O)N2CCC(C(=O)N3CCN(Cc4ccc5c(c4)OCO5)CC3)CC2)cc2sccc21 | -0.1 | 3 | 0 | 4 | -3 | -1 | 5 | 1 | 10
CCCOC(=O)C(C)n1cnc2scc(-c3ccc(C)cc3)c2c1=O (stereo unspecified) | -0.3 | 11 | 2 | -6 | 4 | 8 | 9 | 11 | 3
CN(C(=O)C(=O)c1cn(CC(=O)N2CCCC2)c2ccccc12)C1CCCCC1 | -1.4 | 2 | 3 | 16 | 7 | 1 | -4 | 0 | -1
COc1ccc2cc(C(=O)C3CCCN(Cc4cccc(C)n4)C3)ccc2c1 (stereo unspecified) | 0.4 | 5 | 14 | 6 | 6 | 9 | -2 | 0 | 0
CCOC(=O)C1CCCN(CC(=O)Nc2nc(-c3ccccc3)cs2)C1 (stereo unspecified) | -1.5 | 6 | -6 | -4 | 4 | 2 | 0 | -4 | 4
Cc1ccc(C(=O)N/N=C\c2cc3c(cc2Br)OCO3)s1 | -1.5 | 47* | 6 | -19 | 1 | -15 | -4 | -13 | -1
CCOC(=O)C(NC(=O)CC)(Nc1ccc(S(=O)(=O)Nc2cc(C)on2)cc1)C(F)(F)F (stereo unspecified) | 0.9 | 3 | 1 | 0 | 5 | 5 | 0 | 1 | -3
O=C(COc1cccc2ccccc12)NNC(=O)c1cccs1 | 0.3 | 15 | 1 | 6 | 0 | 10 | 8 | -3 | 2
CCCNC(=O)COC(=O)/C=C/c1ccc(C)o1 | -2.4 | 3 | 3 | 4 | 7 | -2 | 3 | 3 | 5
CC(=O)c1ccc(NC(=O)CN2C(=O)COc3ccc(S(=O)(=O)N4CCCC4)cc32)cc1 | -0.2 | 0 | 6 | 2 | -5 | -3 | 5 | -1 | -1
COc1cc2cnc(Cl)nc2cc1OC | 1.2 | 2 | 5 | 5 | -5 | 2 | 0 | 4 | 3
Cc1ccc(C(=O)NC2CCCC(C)C2C)cc1S(=O)(=O)N1CCCCC1 (stereo unspecified) | 1.1 | 0 | 1 | 15 | 2 | -2 | 6 | -1 | 2
COc1ccc(OCc2nnc(SCC(=O)NC3CC3)n2C)cc1 | -0.2 | 4 | 5 | -4 | 3 | 0 | 3 | -3 | -3
COc1ccc(N2C(=O)/C(=C\c3ccco3)N=C2SCC(=O)N(C(C)C)C(C)C)cc1Cl | 0.1 | 2 | -3 | -4 | -2 | -13 | -3 | -2 | 14
CCc1cc(=O)[nH]c(SCC(=O)NCC2CCCO2)n1 (stereo unspecified) | 4.1 | -1 | 3 | 0 | 0 | -2 | 1 | -2 | 3
COc1cccc(Nc2nnc(SCC(=O)N3CC(C)OC(C)C3)s2)c1 (stereo unspecified) | -0.8 | 2 | -2 | -3 | 4 | -5 | -1 | -1 | 3
Cc1nccn1CCN(C)Cc1cn(Cc2ccccc2)nc1-c1ccc2c(c1)OCO2 | -0.8 | 1 | -5 | 0 | 5 | -4 | 4 | 2 | 2
OC1CCN(C(=S)NCCc2ccccc2)CC1 | 0.8 | 0 | 5 | -3 | 5 | 23 | -3 | 0 | -7
O=S(=O)(CC(c1ccccc1)N1CCCCC1)c1ccc(Cl)cc1 (stereo unspecified) | 1.9 | -2 | -1 | 4 | 3 | 2 | / | -1 | 0
O=C(N/N=C/c1ccc([N+](=O)[O-])s1)c1cccc(Br)c1 | -1.4 | 10 | 4 | 3 | 2 | 12 | 5 | -1 | 4
Brc1ccccc1-n1nnc(-c2nccs2)n1 | -1.4 | 36 | -2 | -2 | 3 | 10 | 3 | 2 | 6
Fc1ccc(CN2CCCCCC2)c(F)c1 | / | 2 | 2 | -1 | 5 | 7 | 3 | 4 | 1
COc1cc(S(=O)(=O)N2CCCCC2)c(OC)cc1Br | 1.3 | -1 | -7 | -9 | 4 | 3 | -3 | 0 | 5
O=C(COc1ccc(Cl)cc1Cl)Nc1ccc(S(=O)(=O)NC2=NCCCCC2)cc1 | 1.8 | 5 | 1 | -3 | 3 | 0 | 2 | -2 | 2
O=C(NC(=S)Nc1ccc2c(c1)OCCO2)c1ccco1 | 2.8 | 8 | 3 | 3 | 5 | 9 | -2 | 1 | 1
Nc1nnc(CSCc2ccc(Cl)cc2)s1 | -1.4 | -2 | 0 | -5 | 3 | 11 | 28* | 2 | 1
c1ccc2nc(N3CCOCC3)c(N3CCOCC3)nc2c1 | 0.7 | 2 | -4 | 3 | 6 | 2 | 0 | 0 | 0
COc1ccccc1OC(C)C(=O)Nc1ccc(S(=O)(=O)N2CCN(C)CC2)cc1 (stereo unspecified) | -0.2 | 6 | 5 | -3 | 0 | -2 | 10 | -2 | -2
CCN(CC)C(=O)Oc1ccc2ccccc2c1Cl | 1.1 | 0 | -2 | -9 | 0 | 1 | 4 | -4 | -3
COc1ccc(-c2noc(N3CCC(C(=O)NCCCN4CCCC(C)C4)CC3)n2)cc1 (stereo unspecified) | 2.1 | -3 | 0 | -1 | 3 | 0 | 4 | 1 | 2
CCc1ccccc1NC(=O)CN(C)C(=O)c1cc(C2CC2)nc2c1cnn2C(C)C | / | 0 | 9 | 1 | 1 | -4 | 7 | / | -1

(further entries)
SMILES | MEX-5 binding | AHR activator | GLD-1 TGE inh | PME-1 inh | Bcl-xL primary | MCL1 BIM primary | PAFAH1B2 inh | Fam108B counter | pPAFAH FP inh
CS(=O)(=O)Nc1ccccc1C(=O)O | -3.8 | -2 | 7 | -11 | 7 | 5 | 3 | 0 | -2
CCc1ccc(C2c3[nH]c4ccccc4c3CCN2C(=O)CNC(N)=O)cc1 (stereo unspecified) | 2.9 | 14 | 4 | -3 | 7 | 6 | -1 | 6 | 11
C=CCn1c(O)c(N=NC(=S)Nc2ccccc2F)c2cc(S(=O)(=O)N3CCOCC3)ccc21 | -2.2 | 0 | -3 | 1 | 14 | 13 | 3 | 4 | 11
O=C(NCc1ccccc1Cl)C(=O)NCC1OCCCN1S(=O)(=O)c1cccs1 (stereo unspecified) | -2.0 | -1 | 2 | -2 | -1 | -11 | 8 | 4 | 7

High-throughput results from PubChem BioAssay.
